Screens deposited in PubChem BioAssay by Sanford-Burnham Center for Chemical Genomics.
Gli-Sufu antag: antagonists of Gli-Sufu signaling; inhibition, % at 5 µM; actives 0.74% (n = 340,000); AID 588413; Sufu-KO-LIGHT fibroblasts, Gli luciferase reporter luminescence;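 active means inhibition above about 55%, limit read from the data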;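 further: 0% = DMSO-treated cells and 100% = wells with medium but no cells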
EBI2 antag: EBI2 (human) antagonism | AID 651636 | actives 0.81% (n = 360,000) | EBI2 beta-arrestin recruitment, luminescence, 7a,25-OHC stimulated | P32249 | inhibition, % at 5 µM; in the data active means inhibition above about 38%;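 further: enzyme fragment complementation signal reports receptor beta-arrestin coupling in cells; 0% = agonist plus DMSO wells and 100% = wells without agonist; some results beyond the cut were filed as inactive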
Target sequence (P32249 whole entry, looked up, the tested form may be a part): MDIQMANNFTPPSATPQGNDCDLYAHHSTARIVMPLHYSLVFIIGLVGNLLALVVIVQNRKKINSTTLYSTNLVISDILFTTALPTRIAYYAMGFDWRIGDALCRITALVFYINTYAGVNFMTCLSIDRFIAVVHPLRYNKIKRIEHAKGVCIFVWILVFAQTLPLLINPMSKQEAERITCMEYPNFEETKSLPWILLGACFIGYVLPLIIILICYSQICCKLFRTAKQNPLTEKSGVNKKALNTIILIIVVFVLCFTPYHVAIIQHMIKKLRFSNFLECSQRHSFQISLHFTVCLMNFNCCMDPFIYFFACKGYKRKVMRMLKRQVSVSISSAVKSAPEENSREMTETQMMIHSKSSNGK
Jurkat NFkB inh: inhibitors of the PMA/ionomycin-induced NF-kB reporter in Jurkat cells | PMA/ionomycin-induced NF-kB luciferase reporter, luminescence | inhibition, % at 4 µM | actives 0.53% (n = 330,000); in the data active means inhibition above about 50%
Mdm2 MdmX PPI: disrupts the human Mdm2-MdmX interaction. SaOS-2 split-luciferase Mdm2/MdmX complementation, luminescence. inhibition, % at 8 µM. actives 3% (n = 330,000). AID 485346;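 active means inhibition of at least 50% at 8 µM in the primary screen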
CXCR6 block: blocks human CXCR6 beta-arrestin recruitment; inhibition, % at 20 µM; actives 0.36% (n = 360,000); CHO-K1 PathHunter CXCR6 beta-arrestin, luminescence; O00574; AID 602244; in the data active means inhibition above about 34%, passing the limit was not always enough;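 further: antagonist mode with CXCL16 agonist at 10 nM final; 0% = 10 nM CXCL16 with DMSO and 100% = unstimulated wells without agonist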
697 NFkB inh: lowers PMA/ionomycin-induced NF-kB signal in 697 B cells; 697 B-cell NF-kB luciferase reporter, 16 h; AID 435022; inhibition, % at 4 µM; actives 0.33% (n = 330,000); in the data active means inhibition above about 35%
CCR6 antagonist: antagonists of human CCR6 receptor | P51684 | CHO-K1 CCR6 PathHunter beta-arrestin, luminescence, CCL20-stimulated | inhibition, % at 20 µM | actives 0.49% (n = 340,000);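 active means compounds whose inhibition of the agonist-driven luminescence signal at 20 µM reaches about 50%, limit read from the data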;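 further: cells stimulated with CCL20 at 14 nM final; plate controls were DMSO with CCL20 for no effect and DMSO without agonist for full effect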
Target sequence (P51684 whole entry, looked up): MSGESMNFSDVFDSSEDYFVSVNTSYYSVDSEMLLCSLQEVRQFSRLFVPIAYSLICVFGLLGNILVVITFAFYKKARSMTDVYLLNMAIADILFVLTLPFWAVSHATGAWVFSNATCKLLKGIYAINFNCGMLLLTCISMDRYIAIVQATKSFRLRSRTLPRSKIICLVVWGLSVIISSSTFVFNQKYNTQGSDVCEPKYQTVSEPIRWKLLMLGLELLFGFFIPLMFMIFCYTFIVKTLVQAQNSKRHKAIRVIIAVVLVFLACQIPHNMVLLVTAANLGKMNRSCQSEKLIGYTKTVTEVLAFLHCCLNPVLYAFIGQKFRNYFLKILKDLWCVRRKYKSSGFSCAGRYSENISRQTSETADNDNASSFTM
UPR CHOP act: apoptotic UPR (CHOP) activation | CHO-CHOP luciferase reporter, luminescence; percent of tunicamycin response over DMSO baseline | activation, % at 10 µM | actives 0.34% (n = 330,000);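 active means at 10 µM dose, activation of 40% or more, normalized to positive control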;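 further: 100% = tunicamycin at 10 µg/mL and 0% = DMSO alone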
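System: CHO-CHOP luciferase reporter cell line; amount: 500 cells/well; buffer or medium: F12 medium containing 10% fetal bovine serum; incubation: 6 h compound exposure at 37 °C after overnight seeding; measured by: luciferase luminescence after 10 min with Steady-Glo reagent; evaluation: % reporter activation, DMSO baseline versus tunicamycin full activation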
UPR XBP1 act: adaptive UPR (XBP1) activation. CHO-XBP1 luciferase reporter, IRE1-XBP1 UPR activation, luminescence; percent of tunicamycin response, DMSO as zero. activation, % at 20 µM. actives 0.33% (n = 330,000). AID 463104;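 active means versus positive control, 20 µM dose yields 30% or more activation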;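 further: 100% = tunicamycin at 10 µg/mL and 0% = DMSO only wells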
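Assay system: IRE1-XBP1 luciferase reporter CHO line. Input: 1000 cells/well. Buffer or medium: F12 with 10% serum. Doses: 20 µM, 1% DMSO. Times: overnight seeding at 37 °C, 6 h compound treatment at 37 °C. Technique: Steady-Glo luciferase glow luminescence, 10 min after reagent addition.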
* = called active by the depositor; nt = no result given.

Preview (2 entries):
SMILES	Gli-Sufu antag	EBI2 antag	Jurkat NFkB inh	Mdm2 MdmX PPI	CXCR6 block	697 NFkB inh	CCR6 antagonist	UPR CHOP act	UPR XBP1 act
CCCCCOC(=O)C1C2C=CC3(CN(c4ccccc4C)C(=O)C13)O2 (stereo unspecified)	4	11	2	-9	-2	0	18	-0.2	0
CCC(=O)Nc1ccc2c(c1)ncn2CCc1ccccc1	-5	-2	-10	3	-4	-7	8	2.4	4

Results, from the start:
SMILES	Gli-Sufu antag	EBI2 antag	Jurkat NFkB inh	Mdm2 MdmX PPI	CXCR6 block	697 NFkB inh	CCR6 antagonist	UPR CHOP act	UPR XBP1 act
CCCCCOC(=O)C1C2C=CC3(CN(c4ccccc4C)C(=O)C13)O2 (stereo unspecified)	4	11	2	-9	-2	0	18	-0.2	0
CCC(=O)Nc1ccc2c(c1)ncn2CCc1ccccc1	-5	-2	-10	3	-4	-7	8	2.4	4
N#Cc1ccccc1NC(=O)CNc1ccccc1N1CCCCC1	4	17	-5	13	-2	2	11	-0.3	0
COc1ccccc1NS(=O)(=O)c1ccc2oc(SCC(=O)N3CCNC3=O)nc2c1	4	-14	-7	24	-2	17	-2	-1.8	-1
COC(=O)c1[nH]c2cccc(OC)c2c1NC(=O)CCN1CCC(C)CC1	-16	6	4	22	-13	17	-11	-1.9	-2
Cc1c(C)c2ccc(OC(C)C(=O)NCCCN3CCOCC3)c(C)c2oc1=O (stereo unspecified)	18	-2	8	27	-4	13	7	0.4	-2
CCOc1ccccc1N1CCN(C(=O)c2cc[n+]([O-])cc2)CC1	3	0	-20	-6	-3	-27	5	-0.9	1
Cc1ccc(NCc2ccc(C)s2)cc1	nt	nt	-24	-7	nt	-15	nt	3.3	8
CN(c1ccc(F)cc1)S(=O)(=O)c1ccc(Cl)c(C(=O)OCC(=O)NC2CC2)c1	4	8	5	0	4	3	7	1.7	-3
COc1cccc(O)c1CN1CCC(C(=O)Nc2ccc(-c3cccc(C)c3)cc2)CC1	40	10	-10	81*	-17	-30	2	1.9	-1
Cn1c(CC(=O)Nc2ccc(Cl)cc2)nnc1SCC(=O)N1CCOCC1	2	1	3	16	-5	17	1	1.3	2
Cc1cc(=O)[nH]c(N/N=C/c2ccc(Cl)cc2Cl)n1	-5	2	-21	-7	-2	-11	3	6.0	3
Cc1cc(N2C(=O)C(O)=C(C(=O)c3cccs3)C2c2cccc(Br)c2)no1 (stereo unspecified)	9	-1	-18	-6	-11	-2	18	0.3	9
CCn1cc2nc(SCC(=O)Nc3ccc(F)cc3F)n(Cc3ccccc3)c(=O)c2n1	7	9	5	28	2	-1	27	0.4	-5
COc1ccc(C(=O)c2coc(-c3ccccc3C(=O)O)c2C(=O)O)cc1	2	-11	6	-5	1	-5	-2	1.5	1
Cc1ncc([N+](=O)[O-])n1CCOC(=O)NC(NCc1cccnc1)C(Cl)(Cl)Cl (stereo unspecified)	-3	7	-7	-4	2	-17	11	-2.1	-2
Fc1ccc2c(c1)Sc1ccc(Cl)cc1CC2N1CCN(CCC2OCCO2)CC1 (stereo unspecified)	6	-7	3	31	7	-1	5	1.0	-1
O/N=C1\CC(O)Cc2nonc21 (stereo unspecified)	4	-7	-1	8	0	11	-1	-1.3	-3
Cc1ccccc1-c1n[nH]c(=S)n1Cc1ccccc1	-15	-3	-3	14	-5	16	-6	-2.4	-4
Cc1ccccc1OCC(=O)N1CCCc2ccccc21	-14	7	-2	2	9	5	13	4.9	2

Reprinted at random: two records from the list.
SMILES	Gli-Sufu antag	EBI2 antag	Jurkat NFkB inh	Mdm2 MdmX PPI	CXCR6 block	697 NFkB inh	CCR6 antagonist	UPR CHOP act	UPR XBP1 act
Cc1cc(=O)[nH]c(N/N=C/c2ccc(Cl)cc2Cl)n1	-5	2	-21	-7	-2	-11	3	6.0	3
Cc1ccc(NCc2ccc(C)s2)cc1	nt	nt	-24	-7	nt	-15	nt	3.3	8

With a hit mark in Mdm2 MdmX PPI, of those listed so far:
| molecule | EBI2 antag | Jurkat NFkB inh | Mdm2 MdmX PPI | CXCR6 block | 697 NFkB inh | CCR6 antagonist |
| --- | --- | --- | --- | --- | --- | --- |
| COc1cccc(O)c1CN1CCC(C(=O)Nc2ccc(-c3cccc(C)c3)cc2)CC1 | 10 | -10 | 81* | -17 | -30 | 2 |

(further entries)
SMILES	Gli-Sufu antag	EBI2 antag	Jurkat NFkB inh	Mdm2 MdmX PPI	CXCR6 block	697 NFkB inh	CCR6 antagonist	UPR CHOP act	UPR XBP1 act
Cc1nc2ccccc2c(=O)n1/N=C/c1c(O)ccc2oc3c(c12)CCCC3	-14	5	22	63*	-12	6	-1	2.3	14
COC(=O)C1=C(C)N(Cc2ccccc2)C(=O)N[C@H]1c1ccco1	-5	-10	3	-14	-10	5	6	0.0	1
C=CCNC(=O)COC(=O)CNC(=O)c1cc(Cl)cc([N+](=O)[O-])c1	-11	-1	6	-6	-12	-2	-22	2.2	3
CCOC(=O)C1=C(COC(=O)CCOc2ccc(OC)cc2)NC(=O)NC1C (stereo unspecified)	-6	-10	-3	30	1	20	-1	0.4	0
O=C(CSc1nnnn1C1CCCC1)Nc1ccc2c(c1)OCCO2	-9	1	-32	-7	0	5	17	2.4	1
COc1ccccc1NC(=O)Nc1nc(CC(=O)NCc2ccccn2)cs1	0	-11	1	17	-3	-6	8	-0.3	3
Cc1ccc(C(=O)Nc2cccc(S(=O)(=O)N3CCOCC3)c2)cc1[N+](=O)[O-]	1	5	0	10	-16	5	11	-0.4	0
CCc1nn(C(C)C(=O)NCc2cccc(OC)c2)c(=O)c2cc3occc3n12 (stereo unspecified)	22	-12	0	10	-2	3	-6	-0.4	-2
O=C(CCl)Nc1ccccc1C(=O)Nc1ccc2c(c1)OCO2	-40	-5	-91	30	-14	-121	4	7.1	-2
O=C(O)c1cnn(-c2nc(-c3ccc(Cl)cc3)cs2)c1C(F)(F)F	-41	10	-8	-23	2	-89	2	5.6	14
CC(NC(=O)c1ccc(Cl)cc1)C(=O)NC1=NCCS1 (stereo unspecified)	-2	-18	9	8	-8	19	-7	-0.8	-3
COc1ccc(CNC(=O)CN(C)S(=O)(=O)c2ccc3c(c2)c(=O)n(C)c(=O)n3C)cc1	15	-6	1	5	-2	-6	2	1.7	-3
C[C@@H](C(=O)CC(=O)OC(C)(C)C)[C@@H](O)c1c(F)cccc1Cl	-5	-8	13	-15	-4	28	12	-2.2	2
Cc1cccc(NC(=O)CN2C(=O)N/C(=C\c3ccc(-c4cccc(C(=O)O)c4)o3)C2=O)c1	-3	3	-13	-6	12	-29	1	1.6	0
O=C(NCC(c1cccnc1)N1CCN(c2ccc(F)cc2)CC1)C1CCCCC1 (stereo unspecified)	-10	-2	-5	10	2	1	2	-0.9	-5
CN/S(=N/S(=O)(=O)c1ccccc1)c1ccc(C)cc1 (stereo unspecified)	4	1	-3	12	-12	9	-10	-0.1	-5
O=C(C1CCC(CNc2c(N3CCCC3)c(=O)c2=O)CC1)N1CCc2ccccc21 (stereo unspecified)	10	-3	3	9	-3	8	-5	-1.0	-4
C=CCN(Cc1ccc(Cl)s1)C(=O)c1cc(S(=O)(=O)N2CCOCC2)ccc1F	26	8	7	-12	5	9	1	2.1	-4
CCC(CC)NC(=O)C1CCN(S(=O)(=O)c2cccs2)CC1	3	0	-11	-1	-1	-20	3	-0.6	0
O=C(CSc1nnc(-c2ccc(O)cc2)o1)Nc1ccccc1Br	-85	-12	-75	-107	-5	-47	0	2.0	0
C=CC(C)(O)CCCC(C)CCCC(C)CCCC(C)C (stereo unspecified)	-29	-7	-16	10	7	9	8	0.6	0
CCN(CC)C(=O)c1cccc(NC(=O)c2cc(C3CC3)nc3c2cnn3C(C)C)c1	-2	9	1	-29	11	-14	10	-2.2	1
CN1C(=O)c2ccccc2C(C(=O)NCC2CCCO2)C1c1c[nH]c2ccccc12 (stereo unspecified)	0	5	-5	10	-10	-8	5	1.1	-2
CCn1nc(C(=O)Nc2ccc(N3CCOCC3)cc2)c2ccccc2c1=O	6	-14	11	11	-11	13	-2	1.3	5
Cc1ccc(-c2[nH]c3cc(C(=O)NCCCn4ccnc4)ccc3c(=O)c2O)cc1	-8	-16	9	15	-12	10	-10	-0.2	-2
CN(C)CCN(C(=O)CCc1ccccc1)c1nc2c(F)cc(F)cc2s1	17	4	3	-15	4	11	6	2.1	1
Cc1ccc(Nc2nc3ccccc3c(=O)s2)cc1	1	-11	-16	14	4	9	1	-2.8	4
COc1ccccc1NS(=O)(=O)c1ccc(O)c(C(=O)OCC(=O)c2ccc(Cl)cc2Cl)c1	2	-4	3	0	18	10	24	2.2	-4
CCOC(=O)c1nn(-c2ccccc2C)c(=O)c(C#N)c1C	2	-6	-9	10	-5	-4	-3	-2.5	0
CCOC(=O)c1c(NC(=O)CCC(=O)O)sc2c1CC(C)(C)OC2	4	-9	-4	26	-2	5	11	2.7	-1
COc1ccc(C2NCCCC2c2ccccc2)cc1 (stereo unspecified)	-10	0	nt	nt	-1	nt	10	nt	nt
O=C(NC1CC1)c1ccc(CS(=O)(=O)c2c(Cl)cccc2Cl)o1	-10	10	1	23	-3	14	1	3.9	-1
O=C(O)c1cccc(S(=O)(=O)Nc2ccc([N+](=O)[O-])cc2O)c1	-3	15	2	4	-1	9	23	-0.8	1
COc1ccc(OC)c(NC(=O)C2CC(=O)N(Cc3ccco3)C2)c1 (stereo unspecified)	-10	-11	5	27	-9	13	1	0.0	-1
Cc1nn(Cc2ccccc2)c(C)c1NC(=O)CSc1nc2sc3c(c2c(=O)n1C)CCC3	-5	nt	21	18	nt	19	-102	-2.8	-5
COc1ccc(S(=O)(=O)Nc2ccc3c(c2)CC(=O)N([C@@H](C)CO)C[C@H](C)[C@@H](CN(C)S(=O)(=O)c2ccc(F)cc2)O3)cc1	4	3	-3	11	-11	-7	12	2.6	3
O=C(Nc1cccc([N+](=O)[O-])c1)C1COc2ccccc2O1 (stereo unspecified)	-6	7	-3	-7	2	-6	5	0.0	-3

Part of the list above, limited to Gli-Sufu antag.
Molecule	Gli-Sufu antag
COc1ccc(C(=O)c2coc(-c3ccccc3C(=O)O)c2C(=O)O)cc1	2
O=C(Nc1cccc([N+](=O)[O-])c1)C1COc2ccccc2O1 (stereo unspecified)	-6
CN(C)CCN(C(=O)CCc1ccccc1)c1nc2c(F)cc(F)cc2s1	17
CCC(=O)Nc1ccc2c(c1)ncn2CCc1ccccc1	-5
C[C@@H](C(=O)CC(=O)OC(C)(C)C)[C@@H](O)c1c(F)cccc1Cl	-5
Cn1c(CC(=O)Nc2ccc(Cl)cc2)nnc1SCC(=O)N1CCOCC1	2
O=C(CSc1nnc(-c2ccc(O)cc2)o1)Nc1ccccc1Br	-85
